hERG WT inh: qHTS for Inhibitors of KCHN2 3.1: Wildtype qHTS; Voltage-gated inwardly rectifying potassium channel KCNH2 (Homo sapiens), Q12809; U2OS, BacMam KCNH2, thallium flux FluxOr; active compounds read low; activity change, % at 1.84 µM; 340,000 compounds, 0.37% hits;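 active means maximum activity change below -70%; inconclusive means maximum activity change between -70% and -50%; inactive means maximum activity change above -50%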; further: on the % scale 0 is the no-effect control and ±100 the full control effect
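U2OS cells were transduced with wild-type KCNH2 virus (2.03 x 10^8 / mL) for 4 h at room temperature, then cultured overnight at 37 C. Thallium flux was read with FluxOr dye. Rate constants were normalized to DMSO controls.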
Giardia kill: Small Molecules that selectively kill Giardia lamblia: qHTS; Giardia lamblia trophozoite viability; activity change, % at 7.66 µM, hits read low; 340,000 compounds, 0.15% hits; AID 540267, 2011; in the data active means activity change below about -80%; inconclusive means between about -30% and that limit;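 further: parasites exposed to compound for two days anaerobically before the ATP read; on the % scale 0 is the no-effect control and ±100 the full control effect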
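Killing of trophozoites was scored by loss of ATP luminescence after a 48 hrs anaerobic exposure to compounds at 37 deg C, using 100 cells per well.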
FBPA coupling cs: qHTS Assay for Inhibitors of Fructose-1,6-bisphosphate Aldolase from Giardia Lamblia: Coupling assay counterscreen. coupling enzyme system counterscreen, AmpLite Red fluorescence. activity change, negative = inhibition, % at 58.2 µM, hits read low. 290,000 compounds, 0.67% hits; in the data active means activity change below about -30%; further: on the % scale 0 is the no-effect control and ±100 the full control effect
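Coupling enzymes only (glyceraldehyde-3-phosphate) + compound, at 57.5 uM final, 10 min RT; add substrate/coupling/AmpLite Red mix, 20 min RT; fluorescence ex 525/em 598 nm. Actives flag coupling-system interference.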
KCNH2 3.1 inh: qHTS for Inhibitors of KCHN2 3.1: Mutant qHTS; Potassium voltage-gated channel subfamily H member 2, brain isoform KCNH2 3.1 (human); U2OS KCNH2 3.1, thallium flux FluxOr; active compounds read low; activity change, % (tested at about 1.8 µM); 340,000 compounds, 0.95% hits; AID 720553, 2013;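 active means maximum activity change below -70%; inconclusive means maximum activity change from -70% to -50%; inactive means maximum activity change above -50%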;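 further: thallium influx rate constant from kinetic fluorescence after stimulation buffer; on the % scale 0 is the no-effect control and ±100 the full control effect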
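Channel expression came from 3.1 mutant virus (1.77 x 10^8 /mL) applied to suspended U2OS cells for 4 h. Flux was tracked with FluxOr dye plus Red40 quencher, and kinetic rate constants normalized to controls.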
Menin-MLL TR inh: qHTS Assay for Inhibitors Targeting the Menin-MLL Interaction in MLL Related Leukemias: Competition With Texas Red Labeled MLL-derived Mutant Peptide; Menin + Texas Red MLL mutant peptide, fluorescence polarization; Potency, µM (series often up to 61.6 µM), for inactives: top-dose FP activity change, negative = inhibition, actives largely listed as inhibitors; O00255; 270,000 compounds, 0.23% hits; active means well fitted inhibition curve with a large enough effect in the polarisation, with a control signal flat, not every such curve was filed as active; inconclusive means small, poorly fitted or top-dose-only effect, or effect the other way, or a change in a side signal; inactive means no such curve, though single readings can be large or run the other way; the % refers to the polarisation; further: potency means the concentration at half of the fitted maximal effect; % of control where 0% means no effect; many of its hits are not listed in these tables
Target sequence (O00255 whole entry, looked up): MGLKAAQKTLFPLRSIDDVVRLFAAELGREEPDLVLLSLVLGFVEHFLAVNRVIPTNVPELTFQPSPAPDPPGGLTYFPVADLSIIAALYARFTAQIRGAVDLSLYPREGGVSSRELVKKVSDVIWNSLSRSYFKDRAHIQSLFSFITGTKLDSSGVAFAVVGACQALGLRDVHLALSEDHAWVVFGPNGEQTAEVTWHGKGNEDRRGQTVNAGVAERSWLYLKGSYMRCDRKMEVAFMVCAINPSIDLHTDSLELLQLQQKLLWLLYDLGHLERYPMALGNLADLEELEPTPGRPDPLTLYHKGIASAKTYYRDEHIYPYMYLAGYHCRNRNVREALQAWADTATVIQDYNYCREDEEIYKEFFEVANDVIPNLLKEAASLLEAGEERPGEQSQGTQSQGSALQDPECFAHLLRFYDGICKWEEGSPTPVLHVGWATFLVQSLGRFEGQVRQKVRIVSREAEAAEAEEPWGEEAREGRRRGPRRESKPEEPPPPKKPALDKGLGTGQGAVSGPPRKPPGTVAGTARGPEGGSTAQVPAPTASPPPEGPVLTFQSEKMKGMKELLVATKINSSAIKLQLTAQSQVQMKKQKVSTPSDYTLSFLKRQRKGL
PKM2 activator: qHTS Assay for Activators of Human Muscle isoform 2 Pyruvate Kinase. Pyruvate kinase PKM (Homo sapiens), P14618. purified PKM2, Kinase-Glo ATP luminescence, activation; response scale: 0% is enzyme alone, no compound. Potency, µM (titrated, usually from 57.5 µM), for inactives: at the top dose activation, actives largely listed as activators. 260,000 compounds, 0.34% hits; further: potency means the concentration at half of the fitted maximal effect; on the % scale 0 is the no-effect control and ±100 the full control effect; nearly all actives have a fitted effect of over 55% in size
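ATP formation by purified human PK-M2, quantified via coupled luciferase luminescence after 1 h at room temperature with 0.1 mM ADP and 0.5 mM PEP final.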
USP2a inh: qHTS Assay for Inhibitors of Ubiquitin-specific Protease USP2a Using CHOP2 as the Reporter. Ubiquitin carboxyl-terminal hydrolase 2 (Homo sapiens), O75604. USP2 core, Ub-CHOP2 coupled fluorogenic reporter, 485/531. Potency, µM (doses to about 38.3 µM), without a hit: top-dose activity change, negative = inhibition, most hits filed as inhibitors. 330,000 compounds, 0.01% hits. AID 463254, 2010;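 further: potency means the concentration at half of the fitted maximal effect; plate controls were DMSO wells for no effect and full inhibition by NEM control for full effect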
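Deubiquitinase activity read as fluorescence (485/531 nm) after Ub-CHOP2 cleavage activates the enterokinase reporter on its substrate; USP2 core 10nM, Ub-CHOP2 and substrate 25nM each, 30min compound preincubation then 60min RT; data normalized to NEM, curves fitted.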
GALK inh: qHTS Assay for Inhibitors of Human Galactokinase (GALK) | P51570 | Purified GALK, Kinase-Glo residual ATP luminescence | Potency, µM (doses to about 57.5 µM), inactives show at the top dose activity change, negative = inhibition, actives largely listed as inhibitors | 270,000 compounds, 0.007% hits | AID 1868, 2009; further: potency means the concentration at half of the fitted maximal effect; on the % scale 0 is the no-effect control and ±100 the full control effect
Target sequence (P51570 whole entry, looked up): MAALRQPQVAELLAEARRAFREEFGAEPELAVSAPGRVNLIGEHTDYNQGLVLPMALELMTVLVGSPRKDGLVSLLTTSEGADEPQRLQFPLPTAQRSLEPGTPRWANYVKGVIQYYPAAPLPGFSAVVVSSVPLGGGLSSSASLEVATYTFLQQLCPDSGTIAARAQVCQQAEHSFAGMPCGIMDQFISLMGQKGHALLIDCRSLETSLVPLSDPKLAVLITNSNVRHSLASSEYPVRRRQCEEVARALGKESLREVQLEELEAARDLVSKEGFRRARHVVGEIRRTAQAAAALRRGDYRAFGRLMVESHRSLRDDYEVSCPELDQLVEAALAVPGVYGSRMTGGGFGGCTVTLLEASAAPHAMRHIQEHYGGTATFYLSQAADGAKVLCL
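ATP-depletion format; final 35 uM ATP, 100 uM D-galactose, 5 nM enzyme; pH 8.0 HEPES/Mg2+ buffer; 60 min RT; luminescence read 10 min after detection reagent.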
B2AR arrestin: qHTS assay of beta-arrestin-biased ligands of beta2-adrenergic receptor; AID 492947, 2010; Beta-2 adrenergic receptor (Homo sapiens), P07550; 330,000 compounds, 0.02% hits; Potency, µM (doses to about 46.1 µM), inactives show top-dose activation, actives largely listed as activators; beta-arrestin recruitment to beta2AR, cell-based reporter;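 further: potency means the concentration at half of the fitted maximal effect; 0% = DMSO controls and full agonism = EC100 isoproterenol or metaproterenol; nearly all actives have a fitted effect of over 65% in size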
TRPV1 ag: HTS Assay for Compounds that Act as Agonists of the Vanilloid Receptor 1 | TRPV1-expressing cells, Fluo-8 calcium influx, agonist mode | 320,000 compounds, 0.19% hits | activation, % at 8.33 µM; in the data active means activation above about 80%; inconclusive means between about 30% and that limit; further: 0% is about no effect
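Fluo-8 calcium influx in TRPV1-expressing cells, kinetic read (ex 480/em 520 nm). Compound added and read 3 min for agonist activity, followed by capsaicin at EC20 final and 2 min further read for enhancement.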
CXXC DNA block: qHTS Fluorescence Polarization Assay for Inhibitors of MLL CXXC domain - DNA interaction. 290,000 compounds, 0.037% hits. Potency, µM (top dose mostly 115 µM), for inactives: top-dose activity change, negative = inhibition, most hits filed as inhibitors. MLL-CXXC / FITC-HOXA9 DNA fluorescence polarization. AID 2662, 2010. Histone-lysine N-methyltransferase 2A (Homo sapiens), Q03164; active means well fitted inhibition curve with a large enough effect in the polarisation, with a control signal flat, not every such curve was filed as active; inconclusive means small, poorly fitted or top-dose-only effect, or effect the other way, or a change in a side signal; inactive means no such curve, though single readings can be large or run the other way; the % refers to the polarisation; further: potency means the concentration at half of the fitted maximal effect
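Steps: dispense CXXC domain solution (7 uM) → pin compounds or unlabeled HOX-A9 DNA control → 5 min ambient → add FLSN-HOX-A9 solution (50 nM) → spin → 30 min ambient → fluorescence polarization. Tris pH 7.5/NaCl/DTT/BSA buffer.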
* marks the source's active call; other numbers are inactive results; i = inactive; u = inconclusive; x = no result given; [ ] = remark or other dose. Unless noted, the call rests on the fitted dose curve; in most records, active means well fitted curve in the direction sought with a large enough effect; inconclusive means small, poorly fitted or top-dose-only effect, or another doubt; inactive means no such curve, though single readings can be large; an effect the other way counts as inactive or inconclusive. These rows are one share of the data. The share of hits here may be higher or lower than overall.

SMILES | hERG WT inh | Giardia kill | FBPA coupling cs | KCNH2 3.1 inh | Menin-MLL TR inh | PKM2 activator | USP2a inh | GALK inh | B2AR arrestin | TRPV1 ag | CXXC DNA block
CSCCC(NC(=O)c1ccco1)C(=O)Nc1ccncc1 (stereo not given) | -10 | -17 | 3 | -15 | -5% | 2% | -2% | -7% | 0.3% | 1 | -7%
CC1(C(=O)Nc2cccc(C(F)(F)F)c2)CO1 (stereo not given) | x | x | 1 | x | 1% | 3% | 5% | 0% | 0.0% | 8 | 3%
COc1ccc(NS(=O)(=O)c2ccc(NC(=O)c3ccc(N(C)S(C)(=O)=O)cc3)cc2)c(OC)c1 | -8 | -22 | 0 | 0 | 6% | 15% | 0% | 2% | -0.1% | 11 | 5%
FC(F)(F)c1ccc(N2CCN(c3cc(-c4ccccc4)nc4ncnn34)CC2)nc1 | -31 | 23 | -5 | u | 28% | 5% | 4% | x | 0.4% | 2 | 10%
Cc1cc(C)c2c(n1)sc1c(N3CCCCC3)ncnc12 | 3 | 1 | -6 | -1 | x | -5% | -5% | 3% | 4.7% | 7 | 4%
O=S(=O)(c1cccc(C(F)(F)F)c1)N1CCN(C(=S)NCc2ccco2)CC1 | 2 | 23 | 0 | 7 | 8% | 27% | -3% | 0% | -0.5% | 27 | 3%
O=C(NCc1cccnc1)C(=O)C1C(=O)Nc2ccccc21 (stereo not given) | -3 | 40[activator] | 1 | 13 | x | 1% | 3% | 1% | 3.7% | 0 | 5%
CCOC(=O)c1oc2ccccc2c1CN1CCN(c2ccccc2)CC1 | 9 | -9 | -2 | -45 | -18% | -1% | -3% | 1% | -0.4% | 10 | 19%
CCOc1ccc(NC(=S)NC23CN4CN(CN(C4)C2)C3)cc1 | -12 | 0 | 4 | 1 | 2% | 2% | 6% | 0% | 0.1% | 5 | -7%
CCSc1sc(CC)cc1C=O | -2 | 4 | -1 | -15 | 12% | 7% | 3% | -4% | -0.2% | -1 | 0%
Cc1cc(C)cc(N2C(=O)CC(n3nc(C)cc3C)C2=O)c1 (stereo not given) | 4 | 6 | 0 | -3 | 7% | 6% | -1% | 1% | -0.1% | -1 | 6%
CCOc1ccccc1OCC(=O)OC(C)C(=O)Nc1ncc(Cl)cc1Cl (stereo not given) | -12 | 6 | x | -9 | x | x | 1% | x | -0.2% | -2 | x
O=Cc1cc2cc3c(cc2nc1Cl)OCCO3 | -1 | -16 | 9 | 34 | x | -4% | -1% | -2% | -0.1% | -1 | 5%
O=C(O)C1CN(c2nc(Cl)ccc2[N+](=O)[O-])C1 | -1 | 7 | -1 | 2 | 0% | -10% | 2% | -2% | -0.3% | 1 | 5%
O=C(CC(C(=O)O)C1CCCO1)NCc1ccccc1 (stereo not given) | -1 | 6 | 1 | -1 | u | 0% | 1% | -2% | -0.1% | -1 | 5%
C=CC[C@@H](CC(=O)N[C@@H](CO)Cc1ccccc1)C(=O)N[C@@H](COC(=O)[C@@H](CC=C)Cc1ccc(F)cc1)Cc1c[nH]c2ccccc12 | -5 | 0 | x | -13 | x | x | -5% | x | 0.3% | x | x
CCCCC(=O)Nc1ccc(C(=O)NNC(=S)NC(=O)c2ccco2)cc1 | -1 | 8 | 3 | -7 | 12% | 6% | 0% | -2% | 0.1% | u | -6%
COc1ccc(-n2nc(C(=O)NCC(=O)Nc3cc(OC)ccc3OC)c3ccccc3c2=O)cc1 | -11 | -1 | 0 | -11 | 17% | 1% | -1% | -1% | 0.1% | 2 | -11%
Cc1cc(C)n(-c2cc(C)c(C)cc2Br)n1 | 0 | -9 | 1 | -1 | -6% | -3% | -1% | 2% | 0.1% | 10 | 1%
CCOC(=O)Cc1nnc(NC(=O)CSc2ccccc2)s1 | 6 | -2 | 0 | -14 | 6% | 2% | 1% | 0% | 0.1% | -1 | 10%
O=C(NCCc1ccccn1)C1CCCN(S(=O)(=O)Cc2ccccc2)C1 (stereo not given) | 3 | 13 | 1 | -13 | 1% | -2% | 3% | 2% | -0.1% | 0 | 8%
Cc1ccc(C)c(S(=O)(=O)N2CCCC2CNC(=O)C(=O)NC2CCCC2)c1 (stereo not given) | 5 | -1 | x | 3 | x | x | 0% | x | -0.1% | -1 | x
O=c1c(Cl)c(NCCCO)cnn1-c1nc2ccccc2[nH]1 | -1 | -8 | 2 | -1 | u | -62% | 0% | 0% | u | 3 | -4%
O=C(COC(=O)COc1ccccc1[N+](=O)[O-])NCc1ccc2c(c1)OCO2 | -6 | 13 | x | -2 | x | x | -9% | x | -0.9% | x | x
O=C(N/N=C/c1ccncc1)C1CC1(c1ccccc1)c1ccccc1 (stereo not given) | 2 | -22 | -2 | -11 | x | 0% | 0% | 9% | -0.4% | u | 1%
C/C(=N\Nc1nc2ccccc2s1)c1ccc(Br)s1 | -2 | 5 | -1 | -23 | u | -4% | 0% | 10% | -0.9% | 23 | 18%
CCCC(C)NC(=O)c1cc(Cl)ccc1OC (stereo not given) | -1 | -23 | 5 | -1 | 1% | 0% | 1% | 2% | -0.2% | 4 | 12%
N/C(=N\OS(=O)(=O)c1ccc(Br)cc1)c1ccncc1 | -6 | 24 | 0 | -6 | 27% | -4% | -1% | 1% | -0.8% | 2 | 1%
COc1ccc(N2CCN(C3CC(=O)NC3=O)CC2)cc1 (stereo not given) | 1 | 13 | 1 | -3 | -1% | -1% | 1% | 5% | -1.2% | 2 | 10%
CC1=CC(C)(C)Nc2ccc(OC(=O)C(C)N3C(=O)c4ccccc4C3=O)cc21 (stereo not given) | -6 | 3 | 0 | -3 | -8% | 2% | 4% | -3% | -0.2% | 1 | 6%
CN(CC(=O)Nc1ccc(F)c(F)c1F)C(=O)c1ccc(-n2cncn2)cc1 | -4 | 7 | x | 17 | x | x | 1% | x | -0.3% | 1 | x
COC(=O)c1cc(NC(=O)c2cccnc2)ccc1N1CCOCC1 | 11 | -4 | 0 | -2 | -4% | 9% | 1% | 3% | 0.2% | 2 | -7%
O=C(OCC(=O)C12CC3CC(CC(C3)C1)C2)c1ccccn1 | -11 | 10 | x | -9 | x | 0% | 0% | 3% | -0.1% | 13 | -9%
O=C(NCC1CCCO1)c1cc2ccccc2oc1=O (stereo not given) | i | 3 | 2 | -6 | 0% | -1% | 0% | 5% | 0.5% | 1 | -11%
O=S(=O)(c1ccccc1F)N1CCN(CC(O)c2ccccc2)CC1 (stereo not given) | 5 | -15 | 6 | -9 | 2% | -4% | 2% | 10% | 0.1% | -1 | 5%
Cc1cccc(NC(=S)NCC(c2cccnc2)N(C)C)c1 (stereo not given) | -3 | 1 | 0 | -6 | -23% | -2% | 4% | -3% | -0.6% | -4 | 23%
O=S(=O)(Nc1cccnc1Cl)c1ccc(F)cc1 | -9 | -10 | 5 | 2 | -13% | x | 2% | 2% | 0.6% | -2 | 56%
CC1CCC(NC(=O)c2cc3ccccc3cc2O)CC1 (stereo not given) | -2 | -16 | x | 10 | x | x | -2% | x | -0.7% | u | x
N/C(=N\OC(=O)Nc1cccc(C(F)(F)F)c1)c1ccno1 | 1 | 0 | -1 | -21 | x | -5% | 2% | 4% | 0.2% | -3 | 11%

Gathered by group: those above with a nitro group on carbon.
SMILES | hERG WT inh | Giardia kill | FBPA coupling cs | KCNH2 3.1 inh | Menin-MLL TR inh | PKM2 activator | USP2a inh | GALK inh | B2AR arrestin | TRPV1 ag | CXXC DNA block
O=C(O)C1CN(c2nc(Cl)ccc2[N+](=O)[O-])C1 | -1 | 7 | -1 | 2 | 0% | -10% | 2% | -2% | -0.3% | 1 | 5%
O=C(COC(=O)COc1ccccc1[N+](=O)[O-])NCc1ccc2c(c1)OCO2 | -6 | 13 | x | -2 | x | x | -9% | x | -0.9% | x | x

Screening data as filed in PubChem.
